Screening results as filed in PubChem BioAssay.
TDP1 block – TDP1 (human) enzyme inhibition | recombinant TDP1, AlphaScreen DNA substrate cleavage | Potency, µM (doses to about 130 µM), inactives show at the top dose activity change, negative = inhibition, most hits filed as inhibitors | actives 0.28% (n = 350,000) | AID 485290; note: nearly all actives have a fitted effect of over 40% in size
Target sequence (Q9NUW8 whole entry, looked up): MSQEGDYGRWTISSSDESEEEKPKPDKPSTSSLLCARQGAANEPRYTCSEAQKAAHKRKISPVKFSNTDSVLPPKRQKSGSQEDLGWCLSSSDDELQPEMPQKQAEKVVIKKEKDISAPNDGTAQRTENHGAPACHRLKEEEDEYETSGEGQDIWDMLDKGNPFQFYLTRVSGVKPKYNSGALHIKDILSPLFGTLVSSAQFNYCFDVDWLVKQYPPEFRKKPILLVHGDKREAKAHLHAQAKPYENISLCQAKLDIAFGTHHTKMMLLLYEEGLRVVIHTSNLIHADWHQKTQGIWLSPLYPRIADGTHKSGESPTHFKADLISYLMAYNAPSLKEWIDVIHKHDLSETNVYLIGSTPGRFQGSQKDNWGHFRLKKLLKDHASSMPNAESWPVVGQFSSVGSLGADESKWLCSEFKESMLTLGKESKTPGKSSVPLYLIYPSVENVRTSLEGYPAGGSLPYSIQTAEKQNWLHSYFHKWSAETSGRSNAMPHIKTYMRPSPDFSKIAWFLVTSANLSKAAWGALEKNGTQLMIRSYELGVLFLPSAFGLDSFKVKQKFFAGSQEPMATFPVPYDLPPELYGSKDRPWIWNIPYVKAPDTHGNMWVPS
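Steps: enzyme plus compound, 15 min RT; add biotin/phosphotyrosine-FITC oligonucleotide (15 nM final), react 5 min; add donor/acceptor beads (10 ug/ml final), 10 min; read AlphaScreen. Tdp1 at 1 nM final.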
TDP1 cell noCPT – qHTS for Inhibitors of human tyrosyl-DNA phosphodiesterase 1 (TDP1): qHTS in cells in absence of CPT. DT40 Tdp1-/- hTDP1 cells, no CPT, ATP luminescence, 48 h. Potency, µM (titrated, usually from 46.2 µM), inactives show at the highest dose activity change, negative = growth inhibition, most hits filed as inhibitors. actives 15% (n = 420,000). AID 686978, 2013; note: nearly all actives have a fitted effect of over 55% in size
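Seeded 400 DT40-hTDP1 cells/well (vehicle DMSO, no 20 nM CPT); pinned compounds; ≥48 hr at 37 °C; CellTiter-Glo luminescence as viability measure.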
TDP1 cell CPT – growth inhibition of DT40 Tdp1-/-;hTDP1 cells with camptothecin (screen for TDP1 inhibitors); chicken DT40 Tdp1-/-;hTDP1 cells + 20 nM CPT, ATP luminescence, 48 h; Potency, µM (top dose mostly 46.2 µM), inactives show at the highest dose activity change, negative = growth inhibition, actives largely listed as inhibitors; actives 12% (n = 420,000); AID 686979; note: nearly all actives have a fitted effect of over 55% in size
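Chicken DT40 Tdp1-/- cells complemented with human TDP1, 400 cells/well, exposed to compounds plus 20 nM camptothecin for at least 48 h at 37 C; viability read as ATP content by CellTiter-Glo luminescence.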
* marks the source's active call; other numbers are inactive results; ? = inconclusive; . = not tested or not shown; & = joins results of further samples; [ ] = another dose, or the depositor's remark. Calls come from the whole dose curve; as a rule, active = well fitted curve in the direction sought with a large enough effect; inconclusive = small, poorly fitted or top-dose-only effect, or another doubt; inactive = no such curve, though single readings can be large; an effect the other way counts as inactive or inconclusive. % is set by controls: 0 for no effect and ±100 for the full control effect; potency is the fitted concentration of half-maximal effect. No enrichment for hits, and some 18% of all compounds hit somewhere here.

SMILES | TDP1 block | TDP1 cell noCPT | TDP1 cell CPT
c1ccc(NCCCNc2ccccc2)cc1 | 5% | -24% | -28%
CC[C@@]1(C(=O)OC)N[C@H](CN(C)C(=O)c2ccc(C)cc2)[C@@H]2C(=O)N(Cc3ccccc3)C(=O)[C@@H]21 | 0% | -18% | -26%
O=C(NCCS(=O)(=O)c1ccc(Cl)cc1)c1ccc(F)cc1 | -2% | -22% | -16%
Cc1ccc(Oc2nnc(-c3ccccc3)c3ccccc23)cc1 | 3% | ? | 21µM*
CN1CCn2cnc(C(=O)NCCCCCNC(=O)OC(C)(C)C)c2C1=O | . | 5% | 0%
OCCNc1nc(OCC(F)(F)F)nc(N2CCN(C34CC5CC(CC(C5)C3)C4)CC2)n1 | 1% | -18% | -7%
COc1ccc(/C(C)=N/Nc2ccc(C(=O)O)cc2)c(OC)c1 | 0% | -19% | -27%
Cn1cc(CNC(=O)Nc2ccc3c(c2)OCO3)cn1 | -2% | -9% | -4%
CS(=O)(=O)c1ccc(Cl)c(NC(=O)COC(=O)COc2ccc3c(c2)CCC3)c1 | 0% | 0% | 7%
CC(=O)c1ccc(NC(=O)Nc2ccc3c(c2)nc(C)n3C)cc1 | 2% | 0% | 34%[activator]

Five entries from above, ordered by molar mass, descending:
SMILES | TDP1 block | TDP1 cell noCPT | TDP1 cell CPT
CC[C@@]1(C(=O)OC)N[C@H](CN(C)C(=O)c2ccc(C)cc2)[C@@H]2C(=O)N(Cc3ccccc3)C(=O)[C@@H]21 | 0% | -18% | -26%
OCCNc1nc(OCC(F)(F)F)nc(N2CCN(C34CC5CC(CC(C5)C3)C4)CC2)n1 | 1% | -18% | -7%
CN1CCn2cnc(C(=O)NCCCCCNC(=O)OC(C)(C)C)c2C1=O | . | 5% | 0%
Cc1ccc(Oc2nnc(-c3ccccc3)c3ccccc23)cc1 | 3% | ? | 21µM*
Cn1cc(CNC(=O)Nc2ccc3c(c2)OCO3)cn1 | -2% | -9% | -4%

Whole records, looked up by structure.
CC[C@@]1(C(=O)OC)N[C@H](CN(C)C(=O)c2ccc(C)cc2)[C@@H]2C(=O)N(Cc3ccccc3)C(=O)[C@@H]21 is entered as TDP1 block: 0%; TDP1 cell noCPT: -18%; TDP1 cell CPT: -26%
O=C(NCCS(=O)(=O)c1ccc(Cl)cc1)c1ccc(F)cc1 is entered as TDP1 block: -2%; TDP1 cell noCPT: -22%; TDP1 cell CPT: -16%

Additional compounds.
SMILES | TDP1 block | TDP1 cell noCPT | TDP1 cell CPT
CCn1c(C)nc2cc(C(=O)N/N=C/c3ccc(O)cc3)ccc21 | 8% | -13% | 0%
Cc1cc(-c2nnc(SCC(=O)c3ccc4c(c3)OCCO4)o2)no1 | -3% | 8% | 7%
COc1ccc(NC(=O)Nc2ccc(F)cc2)c(C)c1 | -3% | -20% | -21%
CCN(CC)c1cc(C)c2cc(NC(=O)c3ccccc3OC)ccc2n1 | -2%&0% | 16µM* | ?
CC1CCc2cc(F)cc3c2N1C(=O)C(C(=O)Nc1cnccn1)C3=O (stereo not given) | 2% | 0.79µM* | 1µM*
NCc1csc(NC(=O)Nc2cccc(C(F)(F)F)c2)n1 | . | 23µM* | 16µM*
COc1ccc(-c2nc3cnc(Oc4cccc(Cl)c4)nc3n(C[C@H]3CCCO3)c2=O)cc1 | . | -9% | -12%
CCOC(=O)CC1c2cc(OCC)c(OCC)cc2CCN1C(=O)Nc1cccc(Cl)c1 (stereo not given) | -3% | 16µM* | ?
C[N+](C)(C)c1ccc(/C=C2\C=Cc3ccccc32)cc1 | . | ? | ?
Cc1cc(NS(=O)(=O)c2ccc(NC(=O)CSc3nnc(-c4ccco4)n3N)cc2)nc(C)n1 | 3% | -22% | -6%
COC(=O)c1sc(NC(=O)c2cc(-c3ccccc3)nc3ccccc23)c(C#N)c1C | 1% | 7.3µM* | 8.2µM*
Cc1cccc(-n2nc3c(c2NC(=O)CCCl)CSC3)c1 | . | ? | ?
Cc1cccc2cc(CN(CCCN(C)C)C(=S)NCCc3ccccc3)c(=O)[nH]c12 | 5% | 16µM* | 21µM*
Cc1cc(=O)[nH]c(SCC(=O)Nc2nc3ccccc3s2)n1 | 8% | 10% | -10%
O=C1CSC(c2ccccn2)N1c1ccc(C(F)(F)F)cc1 (stereo not given) | 2% | ? | -19%
NC(=S)N/N=C/c1ccc(-c2ccc(SC(F)F)cc2)o1 | 10% | 5.2µM* | 3.7µM*
CCOC(=O)C1(Cc2cccc(Cl)c2)CCCN(C(=O)c2cc(C)n(C)n2)C1 (stereo not given) | 3% | ? | ?
Cn1nc(C(=O)OCC(=O)Nc2ccccc2OC(F)F)c2ccccc2c1=O | -1% | -20% | 1%
COc1ccc(NC(=O)NNS(=O)(=O)c2ccc(OC)c(OC)c2)c(OC)c1 | 3%[56.1 µM] | 0% | -26%
CC1CCC(NC(=O)CN2C(=O)NC3(CCCCCC3)C2=O)CC1 (stereo not given) | 1% | 15% | -5%
O=C(O)c1cc(NC(=O)c2ccccc2[N+](=O)[O-])ccc1O | -2% | -24% | 5%
CC1=C(C(=O)Nc2ccccc2)C(c2ccccc2[N+](=O)[O-])NC(=O)N1 (stereo not given) | -3% | -1% | 14%
O=C(Nc1ccccc1)C1CCCN1C(=O)Nc1ccccc1[N+](=O)[O-] (stereo not given) | -6% | 7% | -5%
Cc1ccc(COc2ccc(-c3cc(C(F)(F)F)n4nc(C)cc4n3)cc2)cc1 | 2% | -8% | -21%
CC1=NN2C(=N)/C(=C\c3cc(C)n(Cc4ccccc4)c3C)C(=O)N=C2S1 | 5% | 26µM* | -7%
CCCn1nnnc1NCc1ccccc1OCc1ccc(F)cc1 | 2% | ? | ?
O=C(O)CCC(=O)N(Cc1ccco1)C1CC(=O)N(c2ccccc2)C1=O (stereo not given) | 6% | 6% | 0%
CC(=O)C1=C(C)NC(C)=C(C(C)=O)C1c1ccc(-c2ccccc2Cl)o1 | 4% | ? | 3%
COc1cc(NC(=O)c2nn(-c3ccc(C)cc3)c(=O)c3c2c2ccccc2n3C)cc(OC)c1OC | 2% | -8% | -4%
Cn1c(=O)oc2cc(S(=O)(=O)Nc3ccccc3F)ccc21 | . | -8% | 1%
CCN(CC)C(=O)CC(c1cc(OC)c(OC)c(OC)c1)c1c(OC)cc(OC)c2ccc(=O)oc12 (stereo not given) | 0%&1% | -21% | ?
CC(C)NS(=O)(=O)c1ccc(OCC(=O)Nc2ccc(F)cc2F)cc1 | 4% | -8% | -20%
Cc1ccc2c(c1)C(c1ccccc1)N(C(=O)Cc1ccc(F)cc1)CC(=O)N2 (stereo not given) | 9% | ? | ?
COc1ccc(C#Cc2cnc3c(c2)C(=O)N([C@H](C)CO)C[C@@H](C)[C@H](CN(C)C(=O)CN(C)C)O3)cc1 | . | -26% | -17%
CCc1ccccc1NC(=O)CSc1ncc2c(n1)-c1ccccc1N(C)S2(=O)=O | 3% | ? | ?
CN1CCCC(C#CC(O)(c2ccccc2)c2ccccc2)C1 (stereo not given) | 0% | -1% | 9%
COc1ccc(C(=O)NCc2ccc(C)cc2)cc1S(=O)(=O)N1CCCC1 | 0% | 1% | ?
CCC[C@@H]1CCCC/C=C\CCCC(=O)OCCN1C(=O)OC(C)(C)C | -7% | ? | ?
COc1ccccc1CCC(=O)Nc1nc2ccccc2[nH]1 | 3% | 4.1µM* | 5.8µM*
Cc1ccc(S(=O)(=O)N(C)C(C)CCc2ccco2)cc1 (stereo not given) | 6% | ? | ?
COc1cc(/C=N/NC(=O)CNC(=O)/C=C/c2ccco2)cc(OC)c1OC | 0% | -12% | -5%
Cc1n[nH]c(=O)c2c(NC(=O)CSc3nn(-c4ccc(F)cc4)c(=S)s3)oc(C)c12 | . | -2% | 0%
COc1ccc(S(=O)(=O)N2CCCc3ccccc32)cc1OC | -2% | -16% | ?
O=c1cccc(-c2ccc3ccccc3c2)o1 | . | ? | -3%
Cc1ccc2nc(SCC(=O)Nc3ccc4c(c3)OCCO4)[nH]c2c1 | 8% | ? | -25%
CN1c2ccccc2C(=O)NC1c1ccc(Cl)cc1 (stereo not given) | 3% | -20% | -5%
Cc1cc(-n2c(SCC(=O)Nc3ccc(Br)cc3)nc3n[nH]c(C)c3c2=N)ccc1Cl | 1% | ? | ?
CC(NC(=O)CSc1nc2ccccc2n1CCC#N)c1ccc(F)cc1 (stereo not given) | -1% | ? | 2%
COc1cc(OC)cc(C(=O)N[C@H](C(=O)OCC(=O)Nc2ccc3c(c2)OCO3)C(C)C)c1 | 2% | -29% | -29%
CNC(=O)c1ccc(NC(=O)c2cc(S(=O)(=O)N(C)C)ccc2N2CCCC2)cc1 | 0% | 10% | -13%

Next part; it opens with the two that closed the last part.
SMILES | TDP1 block | TDP1 cell noCPT | TDP1 cell CPT
COc1cc(OC)cc(C(=O)N[C@H](C(=O)OCC(=O)Nc2ccc3c(c2)OCO3)C(C)C)c1 | 2% | -29% | -29%
CNC(=O)c1ccc(NC(=O)c2cc(S(=O)(=O)N(C)C)ccc2N2CCCC2)cc1 | 0% | 10% | -13%
Cc1ccc(NS(=O)(=O)c2ccc(/C=C/C(=O)O)cc2)cc1Cl | 0% | 2% | 4%
O=C(Nc1nnc([C@H]2C[C@H](O)[C@@H](CO)O2)s1)NC(c1ccccc1)c1ccccc1 | . | -20% | ?
Cc1c(NS(=O)(=O)c2cccc(C(=O)OCC(=O)c3ccc(Cl)cc3)c2)c(=O)n(-c2ccccc2)n1C | . | -12% | -20%
Cn1c(COc2ccccc2)nnc1SCCC(=O)Nc1ccccc1 | 2% | ? | -27%
Cc1cc(/C=N/NC(=O)C(=O)NCc2ccccn2)c(C)n1-c1ccccc1 | 0% | 2% | 4%
Cc1ccc(CNC(=O)c2ccc(N3CCC4(CC3)CC(c3ccccc3)=NO4)c(N)c2)cc1 | . | ? | 2.6µM*
COc1ccc(S(=O)(=O)N(C)C[C@H]2Oc3c(NC(=O)Nc4c(C)noc4C)cccc3C(=O)N([C@H](C)CO)C[C@@H]2C)cc1 | 1% | ? | -23%
S=c1[nH]nc(-c2ccccn2)n1/N=C/c1cccs1 | 5% | -23% | -3%
C[S+](C)CC(=O)c1ccc2ccccc2c1 | . | -12% | -15%
CCCCN(C)Cc1c(O)ccc2c(=O)c(-c3ccccc3OC)coc12 | . | -26% | ?
CCCc1cc(=O)[nH]c(SCC(=O)Nc2sc3c(c2C(N)=O)CCCC3)n1 | 3% | -25% | -26%
O=C(Nc1ccc2c(c1)CCCN2C(=O)c1cccs1)c1cccc(F)c1 | 2% | ? | ?
COc1ccc(CCN2Cc3c(N)cccc3C2=O)cc1OC | . | -4% | -3%
Cc1ccc(S(=O)(=O)N2CCN(C3CC(=O)N(Cc4ccccc4)C3=O)CC2)cc1C (stereo not given) | 2% | ? | ?
CC1(C)CCc2cc(O)ccc2O1 | . | -4% | 0%
CC(=O)N1CCN(C(=O)c2ccc(Cl)c(S(=O)(=O)N3CC(C)OC(C)C3)c2)CC1 (stereo not given) | 0% | 9% | -1%
CC(/C=C1\SC(=S)N(NS(=O)(=O)c2ccc(C)cc2)C1=O)=C\c1ccccc1 | . | 5% | 8%
COc1cccc2cc(-c3nnc(SCC(=O)Nc4cc(C(F)(F)F)ccc4Cl)n3N)oc12 | 5% | ? | ?
CCc1cccc(C)c1NC(=O)Nc1c(Br)cnn1C | . | -16% | -6%
CCOc1ccc(CCNC(=O)CS(=O)Cc2nc(-c3ccc(OC)c(OC)c3)oc2C)cc1OCC (stereo not given) | 6% | ? | ?
CCCC(=O)NCCc1ccc(F)cc1 | -3% | -15% | -8%
CCN(CC)S(=O)(=O)c1ccc(OC)c(NC(=O)c2cc([N+](=O)[O-])ccc2N2CCOCC2)c1 | . | 16µM* | ?
CC(=O)c1cccc(NC(=O)NCc2cccnc2)c1 | 4% | -3% | 2%
CC1CCN(C(=O)CN(c2ccccc2)S(=O)(=O)N(C)C)CC1 | 3% | 1% | 5%
Cc1cc(C)nc(SCC(=O)Nc2nc(-c3ccccc3)c(-c3ccccc3)o2)n1 | 3% | 23µM* | ?
C[C@@H](CSc1ccc(Br)cc1)CN1CC[C@H](O)CCC1=O | 1% | 13µM* | 13µM*
COc1ccc(NC(=O)CN(C)C(=O)/C=C/c2cn(Cc3ccccc3)nc2-c2cccnc2)cc1 | . | -22% | -18%
O=c1[nH]c(CSc2ncccn2)nc2c1cnn2-c1ccccc1 | 2% | -20% | -26%
COc1cc(Cl)c(C)cc1NC(=O)CCc1c(C)nc2c3cccnc3nn2c1C | 9% | ? | ?
COc1ccc2oc(=N)c(C(=O)Nc3ccccc3)cc2c1 | 4% | ? | -10%
Cc1csc(NC(=O)CCc2nc3ccccc3s2)n1 | 5% | -9% | -2%
CCOC(=O)C1CCN(Cc2c(C(=O)N3CCOCC3)nc3c(C)cccn23)CC1 | 3% | -9% | 3%
